# KCNQ2 block: KCNQ2 channel blockers in CHO-K1 cells – cell-based, FluxOR thallium flux, B-score, primary screen (AID 2156). O88943. 20 min; active compounds read low. B-score at 10 µM. 310,000 compounds, 1.1% hits;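 active = fluorescence ratio B-score at most minus 3 library SDs, with starting brightness B-score within 2 library SDs, cut at about -5.5 in these data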
# Target sequence (O88943 whole entry, looked up): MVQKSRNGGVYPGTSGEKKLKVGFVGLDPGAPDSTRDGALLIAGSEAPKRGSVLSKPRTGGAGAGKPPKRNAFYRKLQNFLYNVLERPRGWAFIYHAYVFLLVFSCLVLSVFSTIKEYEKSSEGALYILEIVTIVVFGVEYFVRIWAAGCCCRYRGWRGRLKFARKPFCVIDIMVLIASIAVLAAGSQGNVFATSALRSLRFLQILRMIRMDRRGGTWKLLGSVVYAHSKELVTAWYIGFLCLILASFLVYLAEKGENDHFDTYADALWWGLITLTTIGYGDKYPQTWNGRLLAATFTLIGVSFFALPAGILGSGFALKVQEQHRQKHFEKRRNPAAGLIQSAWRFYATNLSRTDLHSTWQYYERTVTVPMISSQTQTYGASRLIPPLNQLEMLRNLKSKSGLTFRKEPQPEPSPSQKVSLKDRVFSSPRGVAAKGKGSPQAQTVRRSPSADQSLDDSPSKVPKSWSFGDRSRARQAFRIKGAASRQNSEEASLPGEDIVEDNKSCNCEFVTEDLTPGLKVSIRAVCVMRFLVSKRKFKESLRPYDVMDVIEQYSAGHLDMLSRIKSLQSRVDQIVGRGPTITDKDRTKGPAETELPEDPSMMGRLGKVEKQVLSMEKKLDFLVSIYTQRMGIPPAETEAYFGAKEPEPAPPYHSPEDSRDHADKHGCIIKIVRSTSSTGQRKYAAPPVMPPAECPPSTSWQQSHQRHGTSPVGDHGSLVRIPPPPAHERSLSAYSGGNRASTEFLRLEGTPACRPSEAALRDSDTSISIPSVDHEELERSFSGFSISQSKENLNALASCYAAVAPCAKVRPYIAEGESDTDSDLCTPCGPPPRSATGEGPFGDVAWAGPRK
# Kir21 inh: Kir2.1 (mouse) channel inhibition; B-score at 10 µM; HEK293-Kir2.1, FluxOR thallium flux fluorescence; active compounds read low; P35561; 310,000 compounds, 0.85% hits;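 active = fluorescence ratio B-score at or below minus 3 SD of library scores, with starting-brightness B-score within 2 SD, cut at about -4.2 in these data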;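 also: channel flux triggered by added potassium and thallium sulfate stimulus; B-score of peak minus minimum fluorescence over baseline after thallium stimulus; more negative B-score means stronger Kir2.1 block with less thallium influx; some compounds called inactive have numbers as strong as hits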
# The depositor's hits bear a star; i = inactive. Random draw from the library, and some 1.9% of all compounds hit somewhere here.
KCNQ2 block	Kir21 inh	SMILES
i	-1.3	CCOC(=O)c1ccc(NC(=O)COc2ccccc2CNC2CCCC2)cc1
i	-0.35	NS(=O)(=O)c1ccc(CCNC(=O)C2CCC(CNS(=O)(=O)c3ccc(Br)s3)CC2)cc1 (stereo not drawn)
i	-0.01	O=C(NCc1ccco1)/C(=C\C=C\c1ccccc1)NC(=O)c1ccco1
i	0.68	CCOC(=O)NC(=O)COC(=O)CCCc1nc2ccccc2s1
i	0.49	CCOC(=O)c1c(-c2ccccc2)oc2ccc(OCC)cc12
i	0.47	CCC1CCCCN1C(=O)CN1C(=O)c2ccccc2S1(=O)=O (stereo not drawn)
i	0.72	CCN(CC)CCNC(=O)C(=O)NCC1OCCN1S(=O)(=O)c1ccc(Cl)cc1 (stereo not drawn)
i	-1.3	COC(=O)COc1cccc(NS(=O)(=O)c2ccc(NC(C)=O)cc2)c1
i	0.6	CC(=O)NC(=S)Nc1cccc(S(=O)(=O)NC2=NCCC2)c1
i	-0.03	COc1cccc(-c2nnc(SCc3cccnc3)o2)c1
i	1.3	COc1ccc(C(C#N)Nc2ccccc2)cc1 (stereo not drawn)
i	-0.08	CSc1n[nH]c(NCc2ccc(C)cc2)n1
i	0.48	CCOc1ccccc1CN1CCNC(=O)C1CC(=O)N(C)Cc1cnccn1 (stereo not drawn)
i	-1.1	COc1ccc(C2C(C(=O)c3cccs3)=C(O)C(=O)N2c2nnc(C)s2)cc1OC (stereo not drawn)
i	0.26	CCn1c(SCC(=O)N2CCOCC2)nnc1-c1cccs1
i	0.58	O=C(c1cc(-c2ccc(F)cc2)on1)N1CCCc2ccccc21
i	1.6	O=C(/C=C/c1ccc(Cl)cc1)N1CCOCC1
i	-0.69	C#CCSc1nnc(-c2ccc(O)cc2)o1
i	-0.02	Cc1ccc(C)c(NC(=O)CCC(=O)NNC(=O)C(c2ccccc2)c2ccccc2)c1
i	0.3	c1ccc(Oc2cccc3cccnc23)nc1
i	0.31	Oc1ccc(C2C(c3ccccc3)=NN=C(c3ccc(Cl)cc3)N2O)c(O)c1 (stereo not drawn)
i	0.01	COc1ccc(N=Nc2cc(C)c(O)c(CN3CCCCC3)c2)cc1
i	1	CCCCCn1c(SCCCC)nc2c1c(=O)[nH]c(=O)n2C
i	-0.01	CCCCNC(=O)Nc1ccnn1C1CCCCC1
-7.8*	0.19	COC(=O)c1ccc(/C=N/N2CCN(Cc3ccc(C)cc3C)CC2)cc1

KCNQ2 block	Kir21 inh	SMILES
i	-2.4	Cc1ccc(OC(C)C(=O)Nc2ccccc2C(=O)NCc2cccnc2)cc1C (stereo not drawn)
i	-0.33	Cc1ccc([C@@H]2[C@@H]3C(=O)N(C)C(=O)[C@@H]3[C@]3(Cc4ccccc4)C(=O)N(Cc4ccccc4)CC(=O)N23)o1
i	0.54	CNc1nc2c(N)ncnc2n1[C@H]1O[C@@H](CO)[C@H](O)[C@@H]1O
i	-1.9	Cc1cccc(-c2nc(CSCC(=O)NCCCN3CCOCC3)c(C)o2)c1
i	0.39	CC(=O)C1=C(C)Nc2cc(C(F)(F)F)ccc2S1
i	-0.97	COC(=O)CN(C)C1CC(=O)N(c2ccc(Cl)cc2)C1=O (stereo not drawn)
i	-0.61	O=C1[C@@H]2Cc3c([nH]c4ccccc34)C(c3cccc([N+](=O)[O-])c3)N2C(=O)CN1CCCO (stereo partly drawn)
i	-0.09	Cc1ccc(C(=O)N(Cc2nc(-c3ccc(C)cc3)no2)C(C)C)cc1
i	0.74	CCOc1ccccc1C(=O)Nc1nnc(SCC(=O)Nc2cc(C)on2)s1
i	-0.04	Cc1ccc(NC(=O)C(C)OC(=O)Cn2cnc3ccccc3c2=O)cc1 (stereo not drawn)
i	-1.1	CC(=O)NN1C(=O)c2ccccc2NC1c1cccc([N+](=O)[O-])c1 (stereo not drawn)
i	1.5	CC(C)c1nc2oc3c(=O)[nH]cnc3c2c2c1CCC2
i	0.02	O=C(CCn1c(=S)[nH]c2ccccc2c1=O)NCCc1ccc(Cl)cc1
i	1.2	CC(=O)Cc1nsc(Nc2ccc(Cl)cc2)n1
i	0.85	CCc1cc2cc(OC)ccc2nc1SCC(=O)NNC(=O)c1ccco1
i	-0.66	C=CCN1CC(C(=O)N2CCC(Cc3ccc(Cl)cc3)(C(=O)OCC)CC2)CC1=O (stereo not drawn)
i	0.22	CC1CCCC(NC(=O)CNC(=S)N(Cc2ccccc2)Cc2cccs2)C1C (stereo not drawn)
i	-0.55	Cn1nc(-c2ccccc2F)c2cc(C(=O)Nc3ccc4c(c3)OCCO4)sc21
i	-1.5	COC(=O)c1ccc(NC(C(=O)OC)C(C)C)c([N+](=O)[O-])c1 (stereo not drawn)
i	-0.58	CCc1ccc(C2(C)SC(NC(C)=O)=NN2C(C)=O)cc1 (stereo not drawn)
i	-1.5	O=C(COc1ccccc1Cl)N(Cc1cccs1)C1CCS(=O)(=O)C1 (stereo not drawn)
i	2.6	Cc1ccc(C(=O)NNC(=S)NC(=O)c2ccccc2)cc1
i	-0.08	CCOCCCNC(=S)N(CCN(CC)CC)Cc1cc2cc3c(cc2[nH]c1=O)OCCO3
i	0.68	O=C(O)C(c1ccccc1)N1CCCCC1 (stereo not drawn)
i	-0.03	CCOC(=O)COc1ccccc1-c1ccno1

KCNQ2 block	Kir21 inh	SMILES
i	-0.39	Cc1ccc(NC(=O)CSc2nnc(COc3ccc(C#N)cc3)n2-c2ccccc2)cc1C
i	0.44	CCCCCNC(=O)CCn1c(=O)oc2ccccc21
i	0.08	CC(=O)Nc1ccc(NC(=O)C2CCCN(C(=O)c3ccc(Cl)cc3)C2)cc1 (stereo not drawn)
i	-0.17	Cc1nc2sc(C(c3ccccc3)N3CCN(CCO)CC3)c(O)n2n1 (stereo not drawn)
i	-0.28	CCc1ccc(NC(=O)N(CCCN2CCOCC2)C(C)c2cc3cccc(OC)c3o2)cc1 (stereo not drawn)
i	-0.1	O=C(NCN1CCN(c2ccccn2)CC1)c1cnccn1
i	0.82	O=C1c2ccccc2C(O)N1Cc1ccccc1Cl (stereo not drawn)
i	0.65	COc1ccc(CN2CC(C(=O)NCCCN3CCCC(C)C3)CC2=O)cc1 (stereo not drawn)
i	0.05	CC(C)Cn1cnc2c1c(=O)n(CC(=O)O)c(=O)n2Cc1ccccc1
i	2.6	CCN(CCCNC(=O)CCn1c(=S)[nH]c2cc3c(cc2c1=O)OCO3)c1cccc(C)c1
i	0.84	CCN(CC)CCCN(Cc1cc2cc3c(cc2[nH]c1=O)OCO3)C(=S)NCCCOC
i	-1.7	Cc1ccc(NC(=O)N(Cc2ccc3c(c2)OCO3)Cc2cc3cc4c(cc3[nH]c2=O)OCCO4)cc1
i	1.7	CN(C)c1ccc(C(=O)Nc2nnc(C3=COCCO3)o2)cc1
i	-0.2	O=C(CNC(=O)c1cc(S(=O)(=O)N2CCCCC2)ccc1N1CCOCC1)Nc1ccc(F)c(F)c1
i	2.1	O=C(NCC1CCCO1)C1CCN(S(=O)(=O)N2CCCC2)CC1 (stereo not drawn)
i	0.39	COc1ccccc1N(CC(O)CN1CCCC1)S(=O)(=O)c1ccccc1 (stereo not drawn)
i	-0.71	Cn1c(=O)c(C(=O)NCCCc2ccccc2)c(O)c2ccccc21
i	0.21	Cc1ccc(S(=O)(=O)Nc2ccnc3ccccc23)cc1
i	-0.71	CCOC(=O)c1c(-c2ccc(F)cc2)csc1/N=C/N(C)C
i	0.2	CC(C)CNC(=O)CSc1nnc(CN2CCCCCC2=O)n1-c1ccccn1
i	2.2	Cc1c(CCC(=O)NCCC(=O)O)c(=O)oc2cc3occ(-c4ccccc4)c3cc12
i	0.27	CN(C)CCCN1C(=O)C(=O)/C(=C(/O)c2ccncc2)C1c1ccccc1 (stereo not drawn)
i	0.57	COc1ccc(CCn2nnnc2C(c2ccc(C)cc2)N2CCN(C)CC2)cc1OC (stereo not drawn)
i	0.06	Cc1ccccc1NC(=S)N(C)CCc1ccccn1
i	0.21	O=C(Nc1ccncc1)c1c(Cl)cccc1Cl

# KCNQ2 block: hit marks shown above
KCNQ2 block	Kir21 inh	SMILES
-7.8*	0.19	COC(=O)c1ccc(/C=N/N2CCN(Cc3ccc(C)cc3C)CC2)cc1

# Continuation:
KCNQ2 block	Kir21 inh	SMILES
i	-2.3	CCCC(C)C(=O)Nc1ccncc1 (stereo not drawn)
i	-0.96	O=C(Nc1ccc(F)cc1)c1ccc(CN2CCc3ccccc3C2)cc1
i	1.7	Cc1sc2ncnc(SCC(=O)N(C(C)C)C(C)C)c2c1C
i	-0.01	CCCCc1c(O)nc2n(c1=O)CCS2
i	0.34	O=C(O)CCCC(=O)N1N=C(c2ccccc2)CC1c1cccs1 (stereo not drawn)
i	-3.9	Cc1cc(S(=O)(=O)Nc2cccc(O)c2)c(C)s1
i	0.08	COCCNC(=O)c1c[nH]c2ccc(S(=O)(=O)Nc3ccccc3F)cc2c1=O
i	1.6	C=C(C)C(=O)Nc1cccc(C2=NOC3(C2)C[C@H](C(N)=O)N(C(=O)c2ccccc2C(=O)c2ccccc2)C3)c1 (stereo partly drawn)
i	-0.03	COC(=O)CNC(=O)CSc1nc(N)cc(=O)[nH]1
i	-0.07	Cc1ccc(CNC(=O)CN(C(=O)C2(C)CC(=O)N=C3C=CC=CN32)c2ccccc2F)cc1 (stereo not drawn)
i	-1.8	COC(=O)c1cccnc1-n1c(=O)c2cccnc2n(Cc2cccc([N+](=O)[O-])c2)c1=O
i	1.2	O=C(Cc1cccc(C(F)(F)F)c1)Nc1ccccc1
i	0	Clc1ccccc1COc1ccc(/C=N/n2cnnc2)cc1
i	-0.99	NC(=O)c1oc2ccccc2c1NC(=O)c1ccc([N+](=O)[O-])o1
i	-1.5	COC(=O)c1sc(NC(=O)COc2ccc(C)cc2)nc1C
i	2.5	COC(=O)CC1(C(=O)OC)Oc2ccccc2C(=O)N1c1ccc(F)cc1F (stereo not drawn)
i	-0.01	COc1cccc(N2CC(C(=O)Nc3nnc(SCCC4OCCO4)s3)CC2=O)c1 (stereo not drawn)
i	-0.03	COc1ccccc1CNc1ncccn1
i	-0.57	CCCCC1=NC2(CCCC2)C(=O)N1Cc1ccc(-c2ccccc2-c2nn[nH]n2)cc1
i	-2.1	COc1ccc(Nc2nccc(N(C)C)c2C#N)cc1
i	0.76	CS(=O)(=O)Nc1ccc(C(=O)NCCSCc2ccco2)cc1
i	-0.44	CCOC(=O)C(CCCCCOc1ccc([N+](=O)[O-])cc1)C(=O)OCC
i	1.5	CC(C)C(NC(=O)c1ccc(Cl)cc1)C(=O)NCC1CCCO1 (stereo not drawn)
i	1.6	CC(C)c1ccccc1NC(=O)Cn1c(-c2ccccc2Cl)nc2ccccc21
i	-0.23	O=C(N/N=C1\CCc2ccccc21)c1ccncc1

# Given with values under each structure: part of the list above
# Sequence of screens: KCNQ2 block | Kir21 inh
COc1ccc(Nc2nccc(N(C)C)c2C#N)cc1
  i | -2.1
CS(=O)(=O)Nc1ccc(C(=O)NCCSCc2ccco2)cc1
  i | 0.76
CCOC(=O)C(CCCCCOc1ccc([N+](=O)[O-])cc1)C(=O)OCC
  i | -0.44
CC(C)C(NC(=O)c1ccc(Cl)cc1)C(=O)NCC1CCCO1 (stereo not drawn)
  i | 1.5

# Sorted by heavy-atom count (low to high): part of the list above.
KCNQ2 block	Kir21 inh	SMILES
i	-0.03	COC(=O)CNC(=O)CSc1nc(N)cc(=O)[nH]1
i	0.34	O=C(O)CCCC(=O)N1N=C(c2ccccc2)CC1c1cccs1 (stereo not drawn)
i	0.08	COCCNC(=O)c1c[nH]c2ccc(S(=O)(=O)Nc3ccccc3F)cc2c1=O

# Looked up one by one from the list above:
KCNQ2 block	Kir21 inh	SMILES
i	1.2	CC(=O)Cc1nsc(Nc2ccc(Cl)cc2)n1
i	1.6	O=C(/C=C/c1ccc(Cl)cc1)N1CCOCC1
i	-0.96	O=C(Nc1ccc(F)cc1)c1ccc(CN2CCc3ccccc3C2)cc1

# Other results:
KCNQ2 block	Kir21 inh	SMILES
i	1.2	CCOc1ccc(-c2c(C)n([O-])c3c([n+]2=O)CCCC3)cc1
i	0.93	COc1ccc(-c2csc(NC3OC(=O)c4ccccc43)n2)cc1 (stereo not drawn)
i	-0.6	CC1C(=O)Nc2ccccc2N1C(=O)c1ccc(Cl)cc1 (stereo not drawn)
i	0.7	C#CCn1c(S(=O)(=O)Cc2ccc(F)cc2)nc(-c2ccccc2)c1-c1ccccc1
i	-0.75	CCOc1ccc(NC(=O)C2C3C=CC4(O3)C2C(=O)N(Cc2cccnc2)C4C(=O)NC2CCCCC2)cc1 (stereo not drawn)
i	0.23	Cc1cccc(C(=O)NC(=S)NNC(=O)COc2ccc(Cl)cc2)c1
i	0	Nc1nonc1-n1nnc(C(=O)N/N=C/c2ccccc2Cl)c1-c1ccc2c(c1)OCO2
i	-0.05	CCN1CCN(S(=O)(=O)c2ccc(OC)c(Br)c2)CC1
i	-0.83	Cn1c(=NC(=O)c2cnccn2)sc2ccccc21
i	-3.1	CNC(=O)c1c(NC(=O)CCS(=O)(=O)c2ccc(C)cc2)sc(C)c1C
i	1.2	CN(C)S(=O)(=O)n1cc(/C=C(\NC(=O)c2ccccc2Cl)C(=O)N2CCCC2)c2ccccc21
i	-0.44	COC(=O)c1ccc(COC(=O)CNC(=O)CNC(=O)c2ccc(C)cc2)cc1
i	0.05	O=[N+]([O-])c1cc(Cl)ccc1-c1nc(-c2ccncc2)no1
i	0.08	N#C/C(=N\Nc1ccc(S(=O)(=O)N2CCOCC2)cc1)C(N)=S
i	1.4	Brc1ccc(Oc2nnnn2-c2ccccc2)cc1
i	0.55	CS(=O)(=O)c1ccc2nc(NC(=O)CN3CCOCC3)sc2c1
i	-0.06	COC(=O)C(C)Sc1snnc1-c1ccccc1 (stereo not drawn)
i	-0.43	CCCc1c(C)[nH]c2ccccc2c1=O

# Screens deposited in PubChem BioAssay by Johns Hopkins Ion Channel Center.
